V-ATPase pHluor: regulators of yeast V-ATPase proton transport | S. cerevisiae, pHLuorin cytosolic pH fluorescence | response, % at 10 µM | 350,000 tested, 0.37% active | AID 504577; in the data active means response mostly above about 7.3%, no sharp cut-off; inactive means mostly below about 5.4%; further: actives read high; inactives centre near 0; some compounds called inactive have numbers as strong as hits
CAL PDZ FP-1: inhibitors of human CAL PDZ peptide binding; purified CAL PDZ, TMR-peptide fluorescence polarization, 1 h; Q9HD26; inhibition, % at 20 µM; AID 504414; 330,000 tested, 0.02% active;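 active means highest replicate inhibition of at least 40%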;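 further: plate controls were DMSO neutral control wells for no effect and unlabeled competitor peptide control wells for full effect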
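Control set: unlabelled peptide and DMSO controls / Material: purified CerCALP PDZ construct / Timing: 1 h incubation at room temperature before polarization reading / Doses: 20 µM, one dose / Detection: fluorescence polarization (mP)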
dFosB act: activators of mouse delta FosB homodimer. P13346. purified delta FosB, TAMRA-CDK5 oligo fluorescence polarization; percent of positive-control signal above neutral wells. activation, % at 25 µM. 340,000 tested, 0.99% active. AID 493131;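 active means mean activation above about 17%, with every replicate also reaching it, limit read from the data, passing the limit was not always enough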;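 further: fluorescence polarization rise as delta FosB binds a TAMRA Cdk5 AP-1 oligo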
Target sequence (P13346 whole entry, looked up): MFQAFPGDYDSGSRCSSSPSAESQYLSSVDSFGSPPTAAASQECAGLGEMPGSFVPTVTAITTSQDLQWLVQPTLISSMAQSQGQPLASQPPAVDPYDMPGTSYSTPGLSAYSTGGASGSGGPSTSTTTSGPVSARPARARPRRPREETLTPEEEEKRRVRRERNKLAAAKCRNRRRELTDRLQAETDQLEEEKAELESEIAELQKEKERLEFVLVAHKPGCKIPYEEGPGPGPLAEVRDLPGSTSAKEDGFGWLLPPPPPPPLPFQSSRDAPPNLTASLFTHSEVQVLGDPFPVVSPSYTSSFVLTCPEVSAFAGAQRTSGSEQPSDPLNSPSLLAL
MITF act: increases MITF-driven TRPM1 promoter luciferase signal; SK-MEL-5 TRPM1-promoter luciferase, 24 h; % of positive control, neutral wells = 0; activation, % at 12.5 µM; 300,000 tested, 0.75% active; AID 588334;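 active means mean activation of at least 80% with every replicate also reaching 80%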;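 further: 0% = neutral control wells and 100% = parthenolide positive control wells; values of inactives mirror those of a sister screen read the other way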
RTF Ca sens act: increases calcium sensitivity of human cardiac regulated thin filaments; AID 493008; 340,000 tested, 0.24% active; IANBD-labeled TnC RTF fluorescence at EC20 calcium; 0% EC20 calcium, 100% full calcium; P19429+P45379; activation, % at 7.2 µM;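 active means activation above the mean over all tested compounds plus 3 SD, cut at about 30% in these data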;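 further: rise in fluorescence read as greater calcium sensitivity of cardiac thin filaments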
Wnt act: activators of Wnt/beta-catenin signaling | Wnt/beta-catenin reporter cell assay, activator, plate reader | activation, % at 9.35 µM | 300,000 tested, 1.2% active; in the data active means activation above about 30%, passing the limit was not always enough;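 further: 0% = neutral control wells and 100% = positive control wells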
CAL PDZ FP-2: CAL PDZ (human) peptide binding inhibition | purified CAL PDZ, TMR-peptide fluorescence polarization, 1 h | inhibition, % at 24.9 µM | 300,000 tested, 0.92% active | AID 602252;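 active means mean inhibition of at least 30% with at least half of replicates also reaching 30%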;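 further: 0% = DMSO neutral control and 100% = excess unlabeled competitor peptide PRC23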
Tat export inh: E. coli Tat transport inhibition. AID 488895. 340,000 tested, 0.036% active. inhibition, % at 10 µM. E. coli MC4100 TorA-mCherry Tat export, fluorescence;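 active means mean replicate inhibition at least 50% and at least half of replicates individually reaching 50%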;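 further: exported cargo escapes ClpAP degradation while cytoplasmic cargo is degraded and loses fluorescence; 0% = median of neutral control wells and 100% = median of NaSCN control wells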
CDK5 p35 inh: blocks human CDK5/p35 kinase activity | Q00535+Q15078 | Recombinant CDK5/p35, ADP-Glo luminescence, 60 min | inhibition, % at 10 µM | 330,000 tested, 0.01% active;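 active means highest replicate inhibition of at least 50% and at least 75% of replicates reaching 50%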;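 further: plate controls were DMSO neutral control for no effect and GW8510 at 10 µM for full effect; many of its hits are not listed in these tables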
Rtt109 Vps75: inhibitors of Candida albicans Rtt109/Vps75 histone acetyltransferase; Q5AAJ8; purified Rtt109/Vps75, ThioGlo CoA-SH fluorescence, 4 h; inhibition, % at 34.9 µM; 330,000 tested, 0.16% active;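 active means inhibition of at least 50% in every replicate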
Target sequence (Q5AAJ8 whole entry, looked up): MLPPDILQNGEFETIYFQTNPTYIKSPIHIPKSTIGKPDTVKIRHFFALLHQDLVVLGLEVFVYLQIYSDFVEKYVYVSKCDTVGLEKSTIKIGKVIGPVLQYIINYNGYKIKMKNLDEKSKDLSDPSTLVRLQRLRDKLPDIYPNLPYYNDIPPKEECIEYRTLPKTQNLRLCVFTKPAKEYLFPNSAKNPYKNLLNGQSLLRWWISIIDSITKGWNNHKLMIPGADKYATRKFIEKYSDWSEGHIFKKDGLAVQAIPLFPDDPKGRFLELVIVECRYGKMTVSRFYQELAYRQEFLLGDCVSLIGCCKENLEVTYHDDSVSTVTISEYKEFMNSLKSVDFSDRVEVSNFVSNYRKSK
* marks the source's active call; other numbers are inactive results; x = not tested or not shown; & = joins results of further samples; ! = a repeat was not active.

SMILES	V-ATPase pHluor	CAL PDZ FP-1	dFosB act	MITF act	RTF Ca sens act	Wnt act	CAL PDZ FP-2	Tat export inh	CDK5 p35 inh	Rtt109 Vps75
COc1ccc(S(=O)(=O)N2CCC(C(=O)N3CCN(c4ccccc4OC)CC3)CC2)cc1	-3	-1.3	-6	5	-4	x	-2	-1	-3.0	14
CCCCOc1ccc(/C=C/C(=O)Nc2ccc([N+](=O)[O-])cc2C)cc1	0	-1.1	-9	-3	9	x	-1	3	0.3	-10
CC(C)OC(=O)CSc1nc(C(C)C)nc2ccccc12	-2	-2.4	-2	-5	1	2	-1	0	1.8	-8
CCc1ccc(/C(C)=N/NC(=O)CNC(=O)/C=C/c2ccccc2OC)cc1	0	0.7	-6	-14	1	-4	-2	-3	-1.9	-2
CC(C)CCNC(=O)C(=O)NCCC1=CCCCC1	-1	-0.8	-3	19	-2	-1	6	-6	0.1	6
COc1ccc2[nH]c3c(c2c1)CCN1C(=O)N([C@@H](C)C(=O)NCCc2ccc(OC)c(OC)c2)C(=O)[C@]31C	2	0.5	-2	x	3	-2	-2	-2	3.7	11
CCCCc1ccc(/C=C(\C#N)C(N)=S)s1	-7	x	-12	3	-1	-6	12	-10	-3.1	1
CN1/C(=C\C(=O)c2ccco2)C(C)(C)c2ccccc21	x	-1.3	24*	-11	22	2	-8	-16	-0.5	5
O=c1c(Cl)c2oc3ccccc3nc-2c2ccccc12	1	0.4	-4	-66	13	x	x	-6	-0.2	13
O=[N+]([O-])c1ccc(Cl)cc1N1CCCCC1	9	-3.6	-1	5	2	24	-7	-8	3.4	-2
CCc1ccccc1NC(=S)N1CCNC(=O)C1CC(=O)OC (stereo unspecified)	0	0.1	2	5	-8	2	0	4	0.5	-3
S=c1[nH]nc([C@@H]2C[C@H]2c2ccccc2)n1-c1ccccc1Cl	5	-0.3	4	x	4	20	x	2	1.6	-3

Grouped by structure: the compounds so far with a nitro group on carbon
SMILES	V-ATPase pHluor	CAL PDZ FP-1	dFosB act	MITF act	RTF Ca sens act	Wnt act	CAL PDZ FP-2	Tat export inh	CDK5 p35 inh	Rtt109 Vps75
CCCCOc1ccc(/C=C/C(=O)Nc2ccc([N+](=O)[O-])cc2C)cc1	0	-1.1	-9	-3	9	x	-1	3	0.3	-10
O=[N+]([O-])c1ccc(Cl)cc1N1CCCCC1	9	-3.6	-1	5	2	24	-7	-8	3.4	-2

(cont.)
SMILES	V-ATPase pHluor	CAL PDZ FP-1	dFosB act	MITF act	RTF Ca sens act	Wnt act	CAL PDZ FP-2	Tat export inh	CDK5 p35 inh	Rtt109 Vps75
Cc1ccc(C(=O)Nc2c(N)nc(SCC(=O)NCC3CCCO3)[nH]c2=O)cc1 (stereo unspecified)	0	-0.5	2	-3	-1	4	-2	1	0.9	3
Cn1cc(SCC(=O)NCc2ccc3c(c2)OCO3)c2ccccc21	-3	0.1	-1	-12	3	2	x	-17	1.4	-4
Cc1onc(-c2ccccc2)c1C(=O)Nc1cccc2nsnc12	-43	-0.7	-12	8	1	x	-4	-3	-0.3	-4
CCCCN1CNC(=S)N(Cc2ccccc2)C1	-2	-1.8	1	9	-2	4	-2	-5	-1.1	5
COCCNS(=O)(=O)c1cc(C(=O)O)ccc1OC	-2	-2.8	-2	-2	-3	-2	0	-6	0.1	-8
CC(C)N(Cc1cnn(C)c1)C(=O)c1ccc(OC2CCN(Cc3ccccn3)CC2)cc1	5	-1.6	-5	-2	-1	0	-2	6	-1.3	-10
Cc1ccc(N(CC(=O)N2CCN(c3ccc(F)cc3)CC2)S(=O)(=O)c2c(C)nn(C)c2C)cc1	-4	0.6	-13	x	-6	1	x	-1	0.3	6
CCCC(=O)OCC(=O)Nc1cc([N+](=O)[O-])ccc1OC	-3	-0.7	4	6	2	x	2	7	-0.9	-2
Cc1ccc[n+](-c2nc3ccccc3nc2C(=C=[N-])C#N)c1	0&0	-2.5&-0.1	-21&-18	-21&-4	-1&3	1&2	-5&-1	1&1	0.5&2.1	11&8
C=CCSc1nc(C)cc(/C=C\c2ccccc2)c1C#N	6	-1.0	-7	7	2	x	x	1	-1.3	2
CCC1=C(OC(=O)N(CC)CC)N2C(=O)OC(=NCC3CC3)[C@]2(Cc2ccccc2)[C@H]2C1=CC[C@H]1C(=O)NC(=O)[C@H]12	-4	-5.7	-11	0	-1	-2	-8	7	-0.7	0
CN1/C(=C\C(=O)C[n+]2ccc(C(=O)c3ccccc3)cc2)C(C)(C)c2ccccc21	2	0.7	-4	-42	3	-2	2	14	1.0	20
NS(=O)(=O)c1cccc(NC(=O)Nc2ccc(Cl)cc2)c1	7	-3.8	-1	39	3	19	-3	6	-1.5	-7
O=C(COc1ccc(Cl)cc1)Nc1nnc(C2=COCCO2)o1	0	-0.9	0	-12	5	1	-1	-12	-0.5	9
CCC(=O)Nc1c(C#N)c2nc3ccccc3nc2n1C1CCCCC1	-5	1.2	-10	3	-4	-6	-2	3	5.1	1
CC1CCc2cc(F)ccc2N1S(=O)(=O)c1ccc(F)cc1 (stereo unspecified)	-1	-1.2	6	3	-1	0	-3	-4	-1.1	0
COc1cc2c(C(=O)NCCN(C)C)cn(CC(C)C)c(=O)c2cc1OC	1	-0.8	-12	-9	6	0	-3	19	0.1	x
Cc1ccc(NC(=O)COc2ccc3c(c2)OCO3)c(Cl)c1	-5	-1.4	-2	98*	2	41*	-19	-6	0.0	x
Nc1ccc(C(=O)N2CCCC2)cc1	3	-0.6	0	x	3	2	x	1	0.8	-3
CC(O)c1cccc(NC2=CC(=O)CC(C)(C)C2)c1 (stereo unspecified)	-5	-0.7	-2	2	-5	x	-1	-6	-3.4	5
NC(=O)C1=C[C@@H](c2coc3ccccc3c2=O)C[C@@H](OCc2ccc(CO)cc2)O1	-2	-0.6	-7	-4	0	-2	-1	-19	-1.0	-2
CCN(CC)c1ccc(/C=N/NC(=O)c2cccc(N3CCCC3=O)c2)cc1	-1	0.6	-17	15	2	0	-5	9	-2.4	-8
Cc1cc2c3c(c1C)C(=O)C(=O)N3C(C)(C)CC2C (stereo unspecified)	-1	-2.3	-7	7	5	-1	1	6	0.4	-5
CCC(Oc1ccccc1)C(=O)Nc1ccc(-c2nnc(-c3ccco3)o2)cc1 (stereo unspecified)	0	-4.2	-20	x	1	27	-2	11	0.3	13
O=C(/C=C/c1cccc([N+](=O)[O-])c1)c1ccco1	10	x	-7	-12	-5	13	-5	6	0.7	-7
CCn1ccnc1CN(C)C(=O)C1CCC(=O)N(Cc2cccc(C(F)(F)F)c2)C1 (stereo unspecified)	-2	0.4	0	14	-1	1	-1	-5	-0.8	4
COc1ccc(C(c2sc3ncnn3c2O)N2CC(C)OC(C)C2)cc1OC (stereo unspecified)	5	0.0	-2	x	1	3	-4	-6	7.2	12
COc1ccc(NC(=O)CN(C2CCCCC2)S(C)(=O)=O)cc1OC	2	-1.0	-3	x	-2	x	x	-5	-0.7	-1
CC(CN1CCOCC1)OC(=O)C1COc2ccccc2O1 (stereo unspecified)	8	-2.8	-1	-11	1	-1	-4	-4	-2.4	0
CC1Cc2ccccc2N1C(=O)CSc1nnc(N)s1 (stereo unspecified)	2	-1.7	-3	-6	-3	-1	-1	-1	-0.2	-5
Cn1c(N)c(Sc2ccc(F)cc2)c(=O)n(C)c1=O	3	-2.1	-10	-1	-1	x	-2	-5	1.9	16
COc1ccc(N(CC(=O)N/N=C/c2cc(OC)ccc2OC)S(=O)(=O)c2ccccc2)cc1	3	-1.5	-19	-4	4	2	x	5	0.8	-2
O=C(NC1CCN(S(=O)(=O)c2ccc(F)cc2)CC1)c1ccco1	2	-2.5	-9	-4	0	0	-3	2	-0.7	-3
CCn1c(=O)c(C(=O)Nc2ccccc2C)c(O)c2ccccc21	1	-2.1	1	-4	-1	x	x	-1	-0.7	2
O=C1CN(C(=O)CSc2nncs2)c2ccccc2N1	-6	0.0	-4	-13	-1	0	-2	0	1.8	-11
C=C1CCN([C@@H](C)C(=O)OCc2ccc(C)cc2)S(=O)(=O)c2ccccc21	1	-0.9	-3	0	-10	-5	0	2	1.8	-5
COC(=O)c1cc(Cl)c(NC(=O)/C=C/c2ccc(Cl)cc2Cl)cc1OC	5	-2.9	0	9	-1	x	-5	1	0.5	-2
Cc1cccc(OCCSc2nc3ncnc(N)c3[nH]2)c1	-3	-0.5	11	-2	2	0	4	0	0.8	x
Cc1ccc(NC(=O)CCC(=O)c2cccs2)cc1	-2	-1.4	-6	x	2	41*	-5	1	0.6	-18
COC(=O)CN1C(=O)COc2ccc(S(=O)(=O)NCc3ccccc3)cc21	2	-2.3	5	-3	4	0	-3	1	0.7	19
CCc1c(N)nc(N)nc1Nc1ccc(C)c(C)c1	-1	-0.9	-1	-7	2	-3	-5	-9	-0.5	-9
Cc1ccc(C2(c3noc(CN(C)Cc4ccccn4)n3)CCCC2)cc1	6	0.5	-5	-8	4	10	-3	5	-2.2	-11
Nc1ccc2oc(-c3ccccc3Cl)nc2c1	2	-1.3	-10	-26	0	-1	x	1	-1.2	-3
CN(Cc1nc2ccccc2c(=O)[nH]1)C(=O)COc1ccccc1Cc1ccccc1	-1	-0.9	-16	-1	-1	0	2	13	-2.9	-14
COc1cc(C(=O)NCC2CCCCC2)cc(OC)c1OC	-2	-1.5	6	-3	-1	30	65*	1	0.2	-3
c1ccc(-c2nc3ccccc3s2)nc1	-2&1	-1.4&0.7	-8&-7	58	0&3	59*!	4&-2	-3&4	-0.4&2.3	3
CC(C)[C@@H](C(=O)N1CCCC1)N1C(=O)N2CCc3c([nH]c4ccccc34)[C@@]2(C)C1=O	2	-0.1	-7	1	1	-6	7	6	0.2	7
O=C(Nc1ccc2c(c1)OCO2)c1ccc2c(c1)OCO2	-1	-1.2	-11	20	19	x	0	17	1.2	3
C[C@H](CO)N1C[C@H](C)[C@@H](CN(C)C(=O)Nc2ccc3c(c2)OCO3)Oc2ccc(NS(=O)(=O)c3ccc(F)cc3)cc2C1=O	0	1.6	-18	-2	-4	-3	-1	4	0.3	-2
O=c1c2ccccc2[nH]c(=S)n1CCN1CCCC1	-1	-1.9	-1	-7	-11	0	-1	4	-1.6	x
CCC(C)Sc1nnc(NC(=O)C2CCN(C(=O)c3ccco3)CC2)s1 (stereo unspecified)	0	-0.4	-9	-1	0	4	x	4	0.8	20
O=C(N[C@@H](c1ccccc1)[C@@H]1C[C@H]1C(=O)NCc1ccccn1)OCc1ccccc1	7	-2.0	3	x	-2	1	5	-1	-0.9	-2
C=CCSC1=Nc2sccc2C2=NC(=O)CN12	-1	-0.8	-8	-8	-1	x	x	-10	-2.3	6
O=C1NC2(CCCC2)C(=O)N1CCS(=O)(=O)Oc1ccccc1	-3	-2.1	-1	-7	-5	0	-4	-10	-1.3	3
Cc1nn(CC(=O)N2N=C(C(F)F)CC2(O)C(F)F)c(C)c1[N+](=O)[O-] (stereo unspecified)	4	0.1	0	-5	10	1	-7	-5	1.7	6

Full records, looked up by structure. Order of values: V-ATPase pHluor, CAL PDZ FP-1, dFosB act, MITF act, RTF Ca sens act, Wnt act, CAL PDZ FP-2, Tat export inh, CDK5 p35 inh, Rtt109 Vps75
Entry for `O=C1NC2(CCCC2)C(=O)N1CCS(=O)(=O)Oc1ccccc1` → -3, -2.1, -1, -7, -5, 0, -4, -10, -1.3, 3
Entry for `Cc1nn(CC(=O)N2N=C(C(F)F)CC2(O)C(F)F)c(C)c1[N+](=O)[O-]` (stereo unspecified) → 4, 0.1, 0, -5, 10, 1, -7, -5, 1.7, 6
